# NCI-60 one-dose screen, 48 h, at 10 µM unless noted. Numbers give growth in % (100 = growth as untreated, 0 = no growth, -100 = all killed).
# SNB-19 = SNB-19 CNS cancer cells. 2.5% of 81,000 active
# SNB-75 = SNB-75 CNS cancer. 5% of 79,000 active. AID 1794750
# SF-539 = SF-539 CNS cancer | 6.8% of 81,000 active
# HCC-2998 = HCC-2998 colon cancer | 4.7% of 79,000 active
# SW-620 = SW-620 colon cancer; 5.2% of 82,000 active; AID 1794795
# DU-145 = DU-145 prostate cancer; AID 1794760; 4.2% of 81,000 active
# KM12 = KM12 colon cancer cells; 5% of 82,000 active
# PC-3 = PC-3 prostate cancer cells; AID 1794754; 3.9% of 80,000 active
# HT29 = HT29 colon cancer. 7.4% of 81,000 active
# The depositor's hits bear a star; · = no result given; & = joins results of further samples; [ ] = another dose, or the depositor's remark. How the source made its calls: active means growth percent below 10; inactive means the rest.
SMILES,SNB-19,SNB-75,SF-539,HCC-2998,SW-620,DU-145,KM12,PC-3,HT29
Nc1nc(N)c2c(n1)NC(c1cccc(Nc3ccnc4cc(C(F)(F)F)ccc34)c1)CC(c1ccc3c(c1)OCO3)=N2 (centres undefined),77,79,95,76,55,87,39,49,24
CCOC(=O)CSc1c([N+](=O)[O-])ncn1C,100,98,94,107,103,105,96,106,104
C/C=C(\C)C(=O)N[C@H]1C(O)C[C@]2(C)C3CC[C@@]4(C)C(CC[C@@H]4C(C)N(C)C)C3CCC2C1O (some centres undefined),104,74,7.0*,60,13,75,29,46,1.9*
N#CC1=C(Oc2ccc(Cl)cc2)NC2c3ccccc3Sc3ccccc3N2C1=N (centres undefined),100,98,97,105,91,100,80,69,94
CC(=O)OC1/C=C\CC/C=C\C1 (centres undefined),100,83,93,129,101,113,103,96,109
COc1ccc(-c2nc(SCC(C)C)nc(Nc3ccc([N+](=O)[O-])cc3)c2C#N)cc1,88,88,100,107,85,107,100,93,97
S=c1[nH]c2ccccc2c2[nH]c3ccccc3c12,97,70,99,114,107,107,101,96,108
O=[N+]([O-])c1cccc(S(=O)(=O)Nc2ccccc2Cl)c1,101,77,104,105,98,117,99,72,94
OCC1CCN(c2ccc3nnc(Cl)n3n2)CC1,105,57,92,101,106,98,98,98,104
Nc1cccc(OCCOc2cccc([N+](=O)[O-])c2)c1,90,91,97,109,82,106,69,65,98
O=C(O)[C@H](Cc1ccccc1)N1C(=O)c2ccccc2C1=O,99,83,96,118,99,113,106,98,110
CN(C)c1ccc(C(N)C(=O)O)cc1 (centres undefined),103,96,101,100,101,109,106,82,109
S=C(/N=C1\NN=C(c2ccccc2)CS1)Nc1ccccc1,96,95,101,111,102,108,100,87,99
Cc1cc(Cl)ccc1N1C(=O)c2sc3nc4scc(-c5ccc(F)cc5)c4c(=O)n3c2C1=O,106,94,91,129,104,116,100,40,113
C=C1CCC2C3(C)COC(c4cccc(F)c4)OC3CCC2(C)C1C/C=C1/C(=O)OCC1O (centres undefined),30,54,-73*,-51*,-63*,4.0*,-28*,-17*,-1.9*
COC(=O)/C=C\C=C(\CBr)C(=O)OC,107,93,102,97,111,105,99,102,·
COc1ccc2nc3c(cc2c1)C(=O)CC(C(F)(F)F)C3 (centres undefined),50,7.9*,23,84,41,4.3*,12,33,11
CN(C)CCOc1ccc(C(=O)C2[C@H](c3ccc(Cl)cc3)[C@@H](c3ccccc3)NC23C(=O)Nc2ccc(Br)cc23)cc1 (some centres undefined),54,·,13,-94*,-80*,14,-48*,-3.5*,-86*
CCCCCN=C(N)C(N)=NCCCCC,97,91,97,92,107,105,104,98,98
C=C1C(=O)O[C@H]2[C@H]1CC/C(COC(=O)/C=C\C(=O)NCc1ccc(Cn3c(=O)sn(-c4ccccc4)c3=O)cc1)=C\CC[C@@]1(C)O[C@@H]21,107,98,92,105,20,56,106,84,51
COc1ccccc1NC(=O)Oc1cccc(OC(=O)c2ccccc2)c1,104,94,103,96,98,126,117,111,106
CC1(C)CC(=O)C(C(C2=C(O)CC(C)(C)CC2=O)c2cc3ccccc3[nH]c2=O)=C(O)C1,104,99,103,101,105,123,111,87,95
COc1ccc2oc(=O)cc(Cn3cc(Cn4cnc5c4c(=O)n(C)c(=O)n5C)nn3)c2c1,99,94,94,96,105,105,105,102,99
Cc1ccc2ccccc2c1CSc1ncnc2nc[nH]c12,96,78,96,102,101,104,98,86,101

# Exported with values under each structure: part of the list above
# Sequence of screens: SNB-19	SNB-75	SF-539	HCC-2998	SW-620	DU-145	KM12	PC-3	HT29
- C/C=C(\C)C(=O)N[C@H]1C(O)C[C@]2(C)C3CC[C@@]4(C)C(CC[C@@H]4C(C)N(C)C)C3CCC2C1O (some centres undefined)
 : 104	74	7.0*	60	13	75	29	46	1.9*
- N#CC1=C(Oc2ccc(Cl)cc2)NC2c3ccccc3Sc3ccccc3N2C1=N (centres undefined)
 : 100	98	97	105	91	100	80	69	94
- CC(=O)OC1/C=C\CC/C=C\C1 (centres undefined)
 : 100	83	93	129	101	113	103	96	109
- COc1ccc(-c2nc(SCC(C)C)nc(Nc3ccc([N+](=O)[O-])cc3)c2C#N)cc1
 : 88	88	100	107	85	107	100	93	97
- S=c1[nH]c2ccccc2c2[nH]c3ccccc3c12
 : 97	70	99	114	107	107	101	96	108
- O=[N+]([O-])c1cccc(S(=O)(=O)Nc2ccccc2Cl)c1
 : 101	77	104	105	98	117	99	72	94
- OCC1CCN(c2ccc3nnc(Cl)n3n2)CC1
 : 105	57	92	101	106	98	98	98	104
- Nc1cccc(OCCOc2cccc([N+](=O)[O-])c2)c1
 : 90	91	97	109	82	106	69	65	98
- O=C(O)[C@H](Cc1ccccc1)N1C(=O)c2ccccc2C1=O
 : 99	83	96	118	99	113	106	98	110
- CN(C)c1ccc(C(N)C(=O)O)cc1 (centres undefined)
 : 103	96	101	100	101	109	106	82	109
- S=C(/N=C1\NN=C(c2ccccc2)CS1)Nc1ccccc1
 : 96	95	101	111	102	108	100	87	99
- Cc1cc(Cl)ccc1N1C(=O)c2sc3nc4scc(-c5ccc(F)cc5)c4c(=O)n3c2C1=O
 : 106	94	91	129	104	116	100	40	113
- C=C1CCC2C3(C)COC(c4cccc(F)c4)OC3CCC2(C)C1C/C=C1/C(=O)OCC1O (centres undefined)
 : 30	54	-73*	-51*	-63*	4.0*	-28*	-17*	-1.9*
- COC(=O)/C=C\C=C(\CBr)C(=O)OC
 : 107	93	102	97	111	105	99	102	·
- COc1ccc2nc3c(cc2c1)C(=O)CC(C(F)(F)F)C3 (centres undefined)
 : 50	7.9*	23	84	41	4.3*	12	33	11
- CN(C)CCOc1ccc(C(=O)C2[C@H](c3ccc(Cl)cc3)[C@@H](c3ccccc3)NC23C(=O)Nc2ccc(Br)cc23)cc1 (some centres undefined)
 : 54	·	13	-94*	-80*	14	-48*	-3.5*	-86*
- CCCCCN=C(N)C(N)=NCCCCC
 : 97	91	97	92	107	105	104	98	98
- C=C1C(=O)O[C@H]2[C@H]1CC/C(COC(=O)/C=C\C(=O)NCc1ccc(Cn3c(=O)sn(-c4ccccc4)c3=O)cc1)=C\CC[C@@]1(C)O[C@@H]21
 : 107	98	92	105	20	56	106	84	51
- COc1ccccc1NC(=O)Oc1cccc(OC(=O)c2ccccc2)c1
 : 104	94	103	96	98	126	117	111	106
- CC1(C)CC(=O)C(C(C2=C(O)CC(C)(C)CC2=O)c2cc3ccccc3[nH]c2=O)=C(O)C1
 : 104	99	103	101	105	123	111	87	95
- COc1ccc2oc(=O)cc(Cn3cc(Cn4cnc5c4c(=O)n(C)c(=O)n5C)nn3)c2c1
 : 99	94	94	96	105	105	105	102	99
- Cc1ccc2ccccc2c1CSc1ncnc2nc[nH]c12
 : 96	78	96	102	101	104	98	86	101

# The results go on.
SMILES,SNB-19,SNB-75,SF-539,HCC-2998,SW-620,DU-145,KM12,PC-3,HT29
CCCn1cc2c(=O)nc3sc(Cc4ccccc4)c(C)n3c2n1,98,98,100,104,101,104,94,98,98
CSc1n[nH]c2nc(-c3ccccc3Cl)[nH]c(=O)c12,100,97,98,103,100,110,105,106,108
O=Cc1ccc(/C=C/C(=O)O)cc1,99,92,102,110,106,119,104,96,105
Cc1ccc(C(C)C)c(O)c1C(=O)O,109,88,96,104,102,119,103,90,108
Cc1cc(=O)[nH]c2cc(-c3ccccc3)nn12,86,97,92,81,104,107,102,86,123
Cc1nc2ccc(Nc3nc(NCCO)nc(Nc4ccc(F)cc4)n3)cc2n1Cc1ccccc1,98,91,96,106,99,102,92,99,111
COc1ccccc1NC(=O)NNC(=O)c1ccncc1,109,95,106,102,103,122,106,103,115
CNc1c(Cl)c(Cl)cc(Cl)c1Cl,102,96,110,98,110,102,112,93,109
COc1ccc(Cc2nnc(NC(=S)Nc3ccccc3)s2)cc1,100,98,95,112,102,105,99,95,·
Cc1cc(=O)oc2cc(OCCCCOc3ccc(/C=C/C(=O)Nc4ccc([N+](=O)[O-])cc4)cc3)ccc12,105,96,103,114,112,108,107,118,116
CCCN(CCC)/N=C/c1c2c(O)c3c(O)c(C)c4c(c3c1O)C(=O)C(C)(O/C=C/C(OC)C(C)C(OC(C)=O)C(C)C(O)C(C)C(O)C(C)/C=C/C=C(C)C(=O)N2)O4 (centres undefined),77,70,113,99,87,99,70,50,82
COc1cc(C(=O)O)cc(Cl)c1OC,100,91,106,102,104,107,103,100,98
C#C[C@]1(O)CC[C@H]2[C@@H]3CC=C4c5sc(C6CC6)nc5CC[C@]4(C)[C@H]3CC[C@@]21C,90,95,66,84,91,92,57,67,70
CC(C)=CC=C(C)C,·,95,110,104,105,100,105,100,109
Oc1ccccc1C=Nc1cccc2c1C(O)c1ccccc1-2 (centres undefined),97,86,93,110,86,101,90,87,93
CNC(=O)OCc1nc(SC2CCCCO2)n(C)c1COC(=O)NC (centres undefined),105,111,110,113,106,114,104,91,106
CCSc1nc2c(c(=O)n(C)c(=O)n2C)n1C,101,·,96,116,104,116,117,·,108
CCC(=O)C(c1ccccn1)C(C)C (centres undefined),98,91,97,93,98,103,102,93,104
Clc1ccccc1-c1nc(Nc2nc3ccccc3s2)nc(C(Cl)(Cl)Cl)n1,44,58,33,54,39,16,31,41,13
CC1=NCC(C)c2ccccc21 (centres undefined),102,107,99,108,106,114,107,94,106
Cc1cc(C2(c3ccc(O)c(C)c3)CCCCC2)ccc1O,107,104,88,99,122,126,115,93,113
CC(=O)c1csc2ccccc12,108,101,107,78,100,107,99,98,96
Cc1nc2cccc(CCCCCC(=O)NO)c2c(=O)n1-c1ccccc1,91,74,89,98,91,102,98,100,101
CC(C)c1ccc(/C=N\Nc2ccc([N+](=O)[O-])cn2)cc1,105,102,107,109,102,121,95,85,85
Cc1nc2cc(Nc3nc(NCCN)nc(Nc4ccc(F)cc4)n3)ccc2n1Cc1ccccc1,92,84,96,71,74,82,71,·,35
COc1cc(-c2nc3c(ncc4ccc(=O)n(-c5ccccc5)c43)s2)cc(OC)c1OC,86,56,57,85,89,80,79,57,84
Cc1cccc2cc[nH]c12,96,87,99,110,108,124,110,95,106
Fc1ccc(CCNc2ncnc3[nH]ncc23)cc1,108,108,100,90,109,121,106,94,102
COc1ccc2c(c1)CC[C@@]1(C)[C@H](C)C=C(I)[C@@]21CCCO,111,99,102,106,92,102,100,84,91
COc1cc(NC(=O)c2cc(O)c(CC=C(C)C)c(O)c2)cc2c1O[C@]1(C)CC[C@@H](O)C(C)(C)[C@H]1C2,45,-7.5*,-35*,49,15,43,31,22,5.2*
O=C(NCCc1ccc(O)c(O)c1)c1ccsc1Nc1ccnc(C(F)(F)F)c1,93,73,89,104,100,104,93,81,100
N#CCc1nc2c(-c3nc4ccccc4s3)c(Nc3ccccc3)sc2c(=O)[nH]1,101,102,94,110,101,98,95,87,97
Cc1cccc2cc(/C=C/C(=O)/C=C/c3ccc(Cl)cc3)c(=O)[nH]c12,49,80,70,-4.8*,8.5*,39,8.4*,34,7.8*
COc1ccc(-c2c(C)c(C)cc3cc4c(cc23)OCO4)cc1,108,121,96,110,99,110,108,·,104
CCCCCCn1c(=O)c2c(nc(NCCc3ccc(OC)c(OC)c3)n2C)n(C)c1=O,91,76,99,101,91,97,105,77,94
C/C=C\CSc1ncnc2nc[nH]c12,99,84,86,·,104,109,104,93,102
NC(N)=NS(=O)(=O)c1ccc(N=NC2C(=O)NN(c3ccccc3)C2=O)cc1 (centres undefined),99,84,95,103,100,104,103,95,112
COc1cc(/C(C)=N/NC(=O)c2ccncc2)ccc1O,113&102,88&90,115&111,105&103,111&107,119&122,109&109,92,96&109
NS(=O)(=O)c1ccc(-n2ncc3c(Nc4ccc(Cl)cc4)ncnc32)cc1,103,83,99,110,113,103,95,88,65
O=C(c1ccccc1)C(c1c[nH]c2ccccc12)c1c[nH]c2ccccc12,92,72,85,84,5.0*,72,51,39,23
Cc1cccc(Nc2nc3c(s2)C2=CC[C@H]4[C@@H]5C[C@@H]6O[C@]7(CC[C@@H](C)CO7)C(C)[C@@H]6[C@@]5(C)CC[C@@H]4[C@@]2(C)CC3)n1 (some centres undefined),89,130,95,94,88,98,86,46,97
NS(=O)(=O)Oc1ccc2nc(Nc3ccc(F)c(F)c3)ccc2c1,102,81,90,90,105,93,59,91,97
COCCOCC(=O)O,109,86,102,98,118,112,113,106,102
CC(C)c1ccccc1S,102,102,116,114,107,106,107,83,96
CCOc1ccc2[nH]c(=O)c(C(c3nnnn3CC3CCCO3)N3CCN(Cc4ccccc4)CC3)cc2c1 (centres undefined),38,-22*,58,122,99,94,101,94,117
COc1ccc(/C=C(\C#N)c2cc3ccccc3[nH]2)cc1,40,19,21,39,9.8*,31,20,51,8.2*
c1ccc(-c2ccc3ccccc3c2)cc1,100,107,·,107,91,106,93,91,81
Cc1cnc(SCc2ccc(Cl)cc2)nc1N(C)C,91,125,107,94,108,112,109,102,86
O=C(O)C1CC2C=CC1C2 (centres undefined),101&107,89&78,97&103,100&98,106&112,108&111,99&104,100&117,97
COc1cc(C(=O)n2nc(N)c3c(C)cc(C)nc32)cc(OC)c1OC,98,58,65,96,32,93,·,81,24
COc1nc2c(c(=O)n1C)CN(c1ccccc1)C(=O)CN2C,57[100 µM],45[100 µM],61[100 µM],90[100 µM],69[100 µM],66[100 µM],39[100 µM],38[100 µM],62[100 µM]

# Bioassay records: PubChem BioAssay, NCI

# Compounds as they come; 11% or so of the library scored in one or more.
